High-throughput results: PubChem, several laboratories
PKA-R1A act = activates the PKA-R1A holoenzyme complex; hit rate 0.083% among 340,000; activation, % at 11.4 µM; PKA-R1A dissociation, Cy5-IP20 fluorescence polarization; scaled: DMSO 0%, 113 µM cGMP 100%; P00514+P68181;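 active = percent activation above the mean of all tested compounds plus 3 SD, cut at about 19% in these data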;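 also: higher means more PKAc released from R1A so a rise in polarization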
AddAB inh = less growth of phage-infected E. coli with AddAB | AID 435030 | hit rate 0.29% among 330,000 | E. coli expressing H. pylori AddAB, absorbance growth | inhibition, % at 11.9 µM; in the data active = inhibition above about 12%;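 also: 0% = vehicle wells of infected cells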
OPRM1-OPRD1 ag = OPRM1-OPRD1 heterodimerization agonism | P35372+P41143 | cells, luminescence | activation, % at 9.3 µM | hit rate 0.3% among 340,000 | AID 504326; in the data active = activation above about 18%;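 also: 0% = vehicle-treated cells and 100% = reference agonist; values of inactives mirror those of a sister screen read the other way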
MOR-DOR inv ag = inverse agonist of human OPRM1-OPRD1 heterodimerization. P35372+P41143. AID 504357. inhibition, % at 9.3 µM. cell-based MOR-DOR heterodimer luminescence, inverse agonism. hit rate 0.21% among 340,000; in the data active = inhibition above about 22%, passing the limit was not always enough;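 also: 0% = cells with DMSO and 100% = wells without cells with DMSO; values of inactives mirror those of a sister screen read the other way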
SUMO Mot1 rescue = blocks SUMOylation pathway, rescuing yeast Mot1-301 growth; hit rate 1% among 320,000; growth rescue, % at 18.8 µM; S. cerevisiae Mot1-301 growth rescue, ATP luminescence, 38.5C; percent above DMSO median, 100 means doubled; AID 2716;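 active = every valid replicate shows activation above 250% relative to neutral control wells; inactive = the rest, any valid replicate at or below 250%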;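 also: OY570 slx delta 5 strain wells were the positive control but not used for scaling; some compounds called inactive have numbers as strong as hits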
Pemphigus Ab inh = human desmoglein-3 autoantibody binding inhibition | DSG3-coupled beads, scFv-anti-DSG3-GFP binding, flow cytometry; hits give low values | binding (percent of control), % at 10 µM | hit rate 0.48% among 310,000 | AID 588358;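 active = binding more than 3 SD below its plate's average and above zero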;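 also: hits lower antibody fragment binding to DSG3; some compounds called inactive have numbers as strong as hits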
Target sequence (P32926 whole entry, looked up, the tested form may be a part): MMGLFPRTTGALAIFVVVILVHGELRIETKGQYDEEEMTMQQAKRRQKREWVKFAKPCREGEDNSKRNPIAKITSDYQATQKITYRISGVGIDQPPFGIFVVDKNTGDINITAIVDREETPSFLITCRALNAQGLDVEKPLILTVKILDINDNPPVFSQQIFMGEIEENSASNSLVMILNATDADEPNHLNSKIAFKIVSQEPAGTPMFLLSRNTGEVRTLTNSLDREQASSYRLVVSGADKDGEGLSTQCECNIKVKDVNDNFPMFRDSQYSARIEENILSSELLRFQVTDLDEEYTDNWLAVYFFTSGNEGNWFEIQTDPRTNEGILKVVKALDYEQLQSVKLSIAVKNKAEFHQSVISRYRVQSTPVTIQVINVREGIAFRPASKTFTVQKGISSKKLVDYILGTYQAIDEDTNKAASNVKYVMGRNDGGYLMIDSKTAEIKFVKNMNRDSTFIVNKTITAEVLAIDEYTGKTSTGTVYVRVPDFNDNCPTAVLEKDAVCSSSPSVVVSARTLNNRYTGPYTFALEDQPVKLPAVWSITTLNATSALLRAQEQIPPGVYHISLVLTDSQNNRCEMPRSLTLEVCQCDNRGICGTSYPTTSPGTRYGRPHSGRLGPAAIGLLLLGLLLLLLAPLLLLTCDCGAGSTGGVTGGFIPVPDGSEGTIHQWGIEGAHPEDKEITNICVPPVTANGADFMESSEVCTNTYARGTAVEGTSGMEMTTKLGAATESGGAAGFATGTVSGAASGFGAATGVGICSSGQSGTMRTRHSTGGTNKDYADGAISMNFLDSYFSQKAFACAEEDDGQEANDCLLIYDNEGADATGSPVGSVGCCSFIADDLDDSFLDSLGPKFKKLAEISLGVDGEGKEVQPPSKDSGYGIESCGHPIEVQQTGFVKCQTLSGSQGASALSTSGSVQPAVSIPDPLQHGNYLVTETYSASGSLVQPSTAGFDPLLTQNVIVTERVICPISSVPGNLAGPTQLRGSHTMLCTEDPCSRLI
PfHsp90 set2 = inhibits growth of yeast expressing Plasmodium falciparum Hsp90; inhibition, % at 9.4 µM; S. cerevisiae expressing PfHsp90, BacTiter-Glo ATP, 48 h; yeast lacking PDR1 and PDR3 efflux regulators; hit rate 0.32% among 310,000;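 active = every replicate shows inhibition above about 80%, whatever the replicate mean, limit read from the data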;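 also: 0% = DMSO neutral controls and 100% = 20 µM radicicol positive controls; yeast relying on Plasmodium falciparum Hsp90 in place of its own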
HTR5A inv ag = inverse agonist of human HTR5A in OPRM1-OPRD1 counter-screen. P47898. HTR5A cell line, luminescence, inverse agonism. hit rate 0.083% among 340,000. inhibition, % at 9.3 µM; in the data active = inhibition mostly above about 23%, no sharp cut-off; inactive = mostly below about 18%;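 also: 0% = cells with DMSO and 100% = no-cell wells with DMSO; some compounds called inactive have numbers as strong as hits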
HTR5A ag = counter-screen for OPRM1-OPRD1 agonists: human HTR5A agonism | P47898 | HTR5A agonist assay, luminescence, cell-based | activation, % at 9.3 µM | hit rate 0.61% among 340,000; in the data active = activation mostly above about 9.5%, no sharp cut-off; inactive = mostly below about 7.6%;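 also: 0% = cells with vehicle only and 100% = reference agonist; strong numbers were not always called active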
E coli growth = counter-screen for AddAB inhibitors: E. coli growth inhibition | AID 449728 | hit rate 0.27% among 330,000 | inhibition, % at 11.9 µM | E. coli V3065 growth, OD600 absorbance, 18 h;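 active = inhibition above the campaign's mean inhibition across all tested compounds plus 3 SD, cut at about 9.9% in these data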;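 also: uninfected addAB+ strain grown without phage in ampicillin broth; 0% = DMSO wells and 100% = ciprofloxacin 0.95 µg/ml wells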
phage Ecoli inh = E. coli growth loss with phage present; inhibition, % at 11.9 µM; hit rate 0.26% among 360,000; AID 651602; growth absorbance; in the data active = inhibition above about 11%
* marks the source's active call; other numbers are inactive results; · = no result given. Hits appear at their usual frequency. About 3.2% of those tested had a hit in this group.

SMILES	PKA-R1A act	AddAB inh	OPRM1-OPRD1 ag	MOR-DOR inv ag	SUMO Mot1 rescue	Pemphigus Ab inh	PfHsp90 set2	HTR5A inv ag	HTR5A ag	E coli growth	phage Ecoli inh
CSc1ccc(CN(C)Cc2nc3cc(C(F)(F)F)ccc3c(=O)[nH]2)cc1	-5.5	-1.4	4.7	-21.9	19.1	98.8	-2.8	-5.3	1.9	-0.8	-0.1
Cc1ccc(-n2nc3c(c2NC(=O)CC(C)C)CS(=O)(=O)C3)c(C)c1	8.6	1.0	-3.0	13.3	10.3	116.1	9.9	-0.8	0.2	-2.7	0.9
CCn1c(C(C)NS(=O)(=O)c2ccc(Cl)cc2)n[nH]c1=S (configuration not stated)	-2.8	1.1	-1.9	9.8	-8.7	·	-11.9	-10.1	0.9	2.8	3.3
CCc1ccc(C(=O)COC(=O)CNC(=O)CNC(=O)Cc2ccccc2)cc1	-0.7	1.1	-1.2	5.4	1.0	97.3	-22.7	9.8	-3.6	-2.3	1.0
CNC(=O)CSc1nnc(-c2ccco2)n1-c1cccc(C)c1	-6.7	2.1	-2.4	11.4	-2.9	101.1	-2.5	0.0	0.0	1.8	2.5
CCNC(=O)/C(C#N)=C/c1c(N2CC(C)OC(C)C2)nc2ccccn2c1=O (configuration not stated)	3.7	1.5	0.1	-0.6	5.2	127.0	27.3	-26.8	0.5	-0.4	1.2
CN(C(=O)c1cccc(NC(=O)c2cccs2)c1)c1ccccc1	-5.6	3.2	-0.3	1.5	137.4	105.7	0.3	12.2	11.1*	2.6	0.6
COc1ccc(C(=O)N2CCN(Cc3ccccc3[N+](=O)[O-])CC2)cc1	-4.8	0.8	-1.9	9.0	7.7	119.7	-14.8	5.2	-1.5	-0.1	0.8
COc1ccccc1OCc1ccc(C(=O)c2ccccc2)cc1	-4.7	-0.6	2.8	-15.2	0.3	99.7	-9.2	-23.1	5.5	-1.8	5.6
COc1cc(OC)cc(C(=O)Nc2cccc(N3CCCC3)c2)c1	8.7	2.2	1.7	-10.4	10.9	85.9	8.1	15.7	-6.0	0.6	0.9
COc1ccc(N2CCN(C(=O)COC(=O)COc3cccc(C(F)(F)F)c3)CC2)cc1	-12.7	0.9	-2.1	8.6	-9.3	·	3.6	1.5	-0.6	0.5	-0.5
Cc1ccc(NC(=S)NC(C)CCc2ccccc2)cc1C (configuration not stated)	-13.7	3.0	3.3	-17.1	25.0	105.6	8.8	-7.7	2.1	3.4	5.6
Clc1cccc(-c2cc3nc4c(c(N5CCOCC5)n3n2)CCCC4)c1	2.0	-0.3	1.8	-11.3	-27.8	81.2	-25.9	15.9	-6.1	1.1	0.2
CCC(C(=O)Nc1cccc(S(=O)(=O)N(C)c2ccccc2)c1)c1ccccc1 (configuration not stated)	3.1	1.1	4.3	-17.1	-10.1	·	7.9	-8.7	3.4	-0.7	1.3
C=CCSc1nc(C)c(CC(=C)C)c(=O)[nH]1	-8.9	1.8	0.0	-0.1	2.0	103.2	7.7	2.1	5.3	-1.8	2.7
O=C(NCc1cccnc1)c1sc2ccccc2c1Cl	5.7	2.5	0.8	-4.8	2.0	123.8	·	-3.6	1.3	0.8	2.1
COc1ccc(C(=O)NCC(=O)OCC(=O)c2ccc3c(c2)NC(=O)CO3)cc1OC	·	4.6	·	·	10.4	102.2	13.7	·	·	-0.5	3.6
CCOC(=O)C1=NN(C(=O)COc2ccccc2)C(O)(c2ccc(Cl)cc2)C1 (configuration not stated)	2.0	-2.7	0.8	-3.5	-19.3	103.9	-40.5	-4.8	1.7	0.5	4.0
CCc1c(C)sc2nc(SCC(=O)Nc3cc(C)on3)n(CCOC)c(=O)c12	1.0	2.8	-1.4	5.7	6.8	107.9	17.3	13.2	8.1	-0.2	2.0
Cc1c[nH]c2ccccc12	-6.7	0.6	-0.1	0.7	-7.7	114.3	13.7	3.4	4.2	1.9	·
CCCn1c(C)cc(C)c(C#N)c1=O	-9.8	2.8	-2.1	12.9	11.3	97.5	-2.0	3.8	-1.4	2.1	3.3
Cc1c(Cl)cnc(NC(=O)CSc2nnc3ccccn23)c1Cl	-4.9	·	0.2	-1.4	·	·	-36.7	-17.2	6.2	·	3.6
O=[N+]([O-])c1cccc(Nc2c([N+](=O)[O-])ccc3nonc23)c1	-4.2	-0.5	3.3	-14.7	24.0	88.9	-1.4	0.1	0.0	0.5	2.1
Cc1sc(NC(=O)C2CCCCC2C(=O)O)c(C(N)=O)c1-c1ccc(C(C)(C)C)cc1 (configuration not stated)	-5.4	4.3	-2.1	9.5	-12.5	98.2	54.5	9.4	-3.0	-1.0	0.8
C/C(CC(=O)Nc1cccnc1)=N\NC(=O)C(=O)Nc1cccc(C)c1	-5.2	2.4	-3.3	17.1	-13.6	·	16.3	-14.2	0.1	0.5	2.3
SMILES	PKA-R1A act	AddAB inh	OPRM1-OPRD1 ag	MOR-DOR inv ag	SUMO Mot1 rescue	Pemphigus Ab inh	PfHsp90 set2	HTR5A inv ag	HTR5A ag	E coli growth	phage Ecoli inh
Cc1nc(C)c(-c2ccc(SCC(=O)Nc3ccccc3)nn2)s1	1.5	0.4	2.4	-13.1	-5.3	101.0	13.9	0.6	9.5	2.4	0.2
Cn1c(SCc2ccc(F)cc2)nnc1-c1ccccn1	-3.0	0.5	-2.3	10.7	152.1	103.4	·	-9.7	-2.2	-0.4	2.2
NC(=O)c1ccc(S(=O)(=O)N2CCSCC2)cc1	-18.9	3.1	-1.1	6.0	-21.3	108.3	4.2	-14.9	2.9	-0.7	2.7
O=C(N/N=C/c1ccc(F)c(F)c1)c1cccc(S(=O)(=O)N2CCCCC2)c1	-0.2	2.0	1.9	-7.5	-4.9	92.7	·	-2.2	0.9	-2.1	5.2
Cc1ccc(NC(=O)CCCn2c(=O)oc3ccccc32)c(O)c1	4.2	0.2	-3.4	18.6	1.3	101.2	-1.7	8.1	-0.3	-0.2	2.0
CCOC(=O)Cn1cc(/C=N/NC(=O)c2ccc(C#N)cc2F)c2ccccc21	-0.1	1.5	-0.1	0.5	-16.4	94.7	29.7	27.7	-3.1	-1.5	2.8
O=S(=O)(c1ccc(Cl)cc1)N1CCC(N2CCCCCC2)CC1	2.0	1.0	-2.8	14.3	12.9	95.0	-32.2	1.4	2.1	-2.1	-1.4
COc1ccccc1NS(=O)(=O)c1cc(NC(=O)c2sccc2C)ccc1N1CCOCC1	-14.3	-0.3	-0.3	1.8	66.7	89.0	-3.1	-11.0	3.2	-0.9	2.3
COc1ccc(N(CC(=O)O)S(=O)(=O)c2cccnc2)cc1	-0.8	3.8	2.1	-10.5	12.6	94.5	-2.9	-20.2	7.8	-1.3	3.8
O=C(COC(=O)c1cc(=O)[nH]c2ccccc12)Nc1ccc(F)cc1	-0.9	1.1	-3.7	19.3	-11.9	96.5	·	8.4	-2.3	1.9	2.9
CCOC(=O)C1=C(C)N=c2s/c(=C3/C(=O)Nc4ccccc43)c(=O)n2C1c1ccc(C)cc1 (configuration not stated)	-5.8	4.1	-1.5	8.2	16.9	95.9	-22.1	7.7	6.0	-4.2	-0.5
COC(=O)c1cn(C(=O)/C=C/c2ccc(OC)c(OC)c2)c2ccccc12	7.9	-0.2	3.3	-16.9	91.8	101.1	-6.6	-6.0	-0.8	-2.6	1.8
N#Cc1ccccc1OCc1cccc(S(=O)(=O)N2CCOCC2)c1	3.5	1.4	-2.0	8.6	·	106.5	6.1	7.7	-3.1	-0.1	0.5
CCOc1ccccc1OCCCOc1ccc(C)cc1Cl	-4.3	3.5	3.5	-14.6	35.1	·	-4.3	-2.6	1.1	-0.2	-1.4
COc1ccc(-c2noc(C3CCCN(C(=O)CCc4ccccc4)C3)n2)cc1 (configuration not stated)	-6.4	0.9	2.5	-13.5	7.2	99.0	·	-10.1	-4.0	-0.5	2.9
CS(=O)(=O)Oc1ccc2c(c1)O/C(=C\C=C\c1ccccc1)C2=O	-3.1	2.5	-2.9	14.7	-18.3	108.3	0.7	-16.8	-5.4	0.7	0.1
CN(C)S(=O)(=O)c1ccc(S(=O)(=O)N(CC(=O)Nc2ccccc2)Cc2ccco2)cc1	-9.9	4.6	-2.2	9.1	-11.6	99.5	-20.5	-14.6	8.1	-0.6	1.9
Cn1c(CCC(=O)OCC(=O)NCc2ccccc2Cl)nc(=O)c2ccccc21	-1.9	-2.6	-0.1	0.3	-6.7	95.4	11.9	4.7	-0.1	-2.9	1.4
COc1ccc(C(=O)NC(=O)COC(=O)c2ccc(C)o2)cc1	0.6	2.9	-3.1	12.0	1.3	106.2	-4.1	-1.7	0.7	1.6	2.0
CCC1=NN(C(=O)C(=O)NCCc2ccccc2)C(O)(C(F)(F)F)C1 (configuration not stated)	7.0	-0.9	-0.6	3.3	-20.3	99.5	11.3	1.2	-0.5	-2.5	-1.6
C=CCN1C2CCCC1CC(NC(=O)Nc1cc(C)cc(C)c1)C2 (configuration not stated)	-8.8	2.0	0.0	0.1	-29.1	101.0	8.0	-5.7	2.2	-1.3	3.2
Cc1nc2nc(Cc3ccccc3)[nH]n2c(=O)c1Cc1ccccc1	8.6	7.7	-0.6	2.6	17.4	99.8	3.3	14.2	3.4	5.3	5.5
COc1ccc(NC(=O)C(=O)NNC(=O)c2ccc(Cl)cc2Cl)cc1	9.9	-2.4	-2.5	12.3	-8.7	100.3	4.4	-1.2	0.3	-7.6	-1.4
CC(C)=C1C(=O)NN(c2ccc(F)c(Cl)c2)C1=O	-7.8	-0.3	-1.9	10.5	120.4	96.7	·	-19.5	-2.0	-0.2	1.6

Whole records, looked up by structure:
`Cc1ccc(NC(=O)CCCn2c(=O)oc3ccccc32)c(O)c1` reads PKA-R1A act: 4.2; AddAB inh: 0.2; OPRM1-OPRD1 ag: -3.4; MOR-DOR inv ag: 18.6; SUMO Mot1 rescue: 1.3; Pemphigus Ab inh: 101.2; PfHsp90 set2: -1.7; HTR5A inv ag: 8.1; HTR5A ag: -0.3; E coli growth: -0.2; phage Ecoli inh: 2.0
`Cc1nc(C)c(-c2ccc(SCC(=O)Nc3ccccc3)nn2)s1` reads PKA-R1A act: 1.5; AddAB inh: 0.4; OPRM1-OPRD1 ag: 2.4; MOR-DOR inv ag: -13.1; SUMO Mot1 rescue: -5.3; Pemphigus Ab inh: 101.0; PfHsp90 set2: 13.9; HTR5A inv ag: 0.6; HTR5A ag: 9.5; E coli growth: 2.4; phage Ecoli inh: 0.2

Results in Pemphigus Ab inh, OPRM1-OPRD1 ag and HTR5A ag, for some of the entries so far:
structure,Pemphigus Ab inh,OPRM1-OPRD1 ag,HTR5A ag
Cc1c(Cl)cnc(NC(=O)CSc2nnc3ccccn23)c1Cl,·,0.2,6.2
O=[N+]([O-])c1cccc(Nc2c([N+](=O)[O-])ccc3nonc23)c1,88.9,3.3,0.0
Cc1sc(NC(=O)C2CCCCC2C(=O)O)c(C(N)=O)c1-c1ccc(C(C)(C)C)cc1 (configuration not stated),98.2,-2.1,-3.0
